# SRC2 inh – inhibition of GAL4-SRC2 driven luciferase reporter, primary screen, SRC2 inhibitor project, cell-based, luminescence. Nuclear receptor coactivator 2 (Homo sapiens), Q15596. 0.17% of 370,000 active. HEK293 GAL4-SRC2 luciferase reporter. inhibition, % at 9 µM;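 active = inhibition above the mean inhibition of all tested compounds plus 3 SD, set per campaign, cut at about 52% in these data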;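 note: 0% = DMSO treated cells and 100% = cells given Gossypol at 36 µM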
# An asterisk follows results filed as active. The list is partial. The share of hits here may be higher or lower than overall.
SMILES,SRC2 inh
COC1=C[C@H](C(=O)NCc2ccccn2)[C@H](C)[C@@H](c2ccccc2)CC1=O,21.2
CCOC(=O)CC[C@@H]1CC[C@]2(CCCN(C(=O)c3ccno3)C2)O1,-9.4
CCCCCCCCN1C(=O)[C@@H](CC(=O)N2CCCCC2)C[C@@]2(C(=O)OC)C1=C[C@H](C1CCCC1)O[C@@H]2C,-47.9
Cc1ccccc1CNC(=O)C1CCC(CNS(=O)(=O)c2cccc3cccnc23)CC1 (centres undefined),6.4
COC(=O)[C@]12C[C@H](CC(=O)NCC34CC5CC(CC(C5)C3)C4)C(=O)N(CCc3ccc(OC)c(OC)c3)C1=C[C@H](C(C)(C)C)O[C@@H]2C,-5.5
COc1cccc(-c2ccc(CC[C@H]3O[C@H]4CC[C@H](CO)O[C@H]4C[C@H]3NS(C)(=O)=O)cc2)c1,-12.2
COC(=O)[C@]12C[C@H](CC(=O)NCC3CCCCC3)C(=O)N(CCC3=CCCCC3)C1=C[C@H](C(C)(C)C)O[C@@H]2C,6.1
COC(=O)[C@]12C[C@H](CC(=O)NCc3cccc(C(F)(F)F)c3)C(=O)N(Cc3ccc(Cl)cc3Cl)C1=C[C@H](COCc1ccccc1)O[C@@H]2C,-7.1
CCN(CC)CCSc1nc2ccccc2c(=S)n1-c1ccccc1,-7.5
O=C(Nc1ccc2c(c1)OCO2)[C@@H]1[C@@H]2C(=O)N(C3CCCCC3)C(=O)[C@@H]2C2c3ccccc3C=CN21 (some centres undefined),10.3
O=C1CCc2cc(S(=O)(=O)N3CCN(c4ccccc4Cl)CC3)ccc2N1,-3.6
COc1ccc(-c2nnc3n2N=C(c2cccc([N+](=O)[O-])c2)CS3)cc1,13.3
COc1ccc(OC)c(CN(CC(C)C)S(=O)(=O)c2ccccc2Br)c1,-6.1
C=CCN1[C@H](CO)[C@H](c2ccc(C#CC3(O)CCCC3)cc2)[C@@H]1C#N,16.3
COc1ccc(OC)c(CN2C(=O)c3ccnn3CC2(C)c2nnnn2C2CCCC2)c1 (centres undefined),-9.1
c1ccc2c(c1)N=C(N1CCN(Cc3ccc4c(c3)OCO4)CC1)c1ccccc1S2,-19.0
Cc1cccc(NC(=O)C(=O)NCCCc2ccccc2)c1,-5.1
Cc1ccccc1-c1ccc2c(c1)[C@@H]1C[C@H](N(C)CC3CCCCC3)[C@H]([C@H](C)O)CN1CC2,11.9
O=C(CSc1nnc(-c2ccc(Cl)cc2)n1Cc1ccco1)Nc1cccc2ccccc12,-16.5
CC(C)(C)C(=O)NC1CCCCN(Cc2cccc(C(F)(F)F)c2)C1=O (centres undefined),8.4
C[C@H]1COc2cc(F)ccc2S(=O)(=O)N1C,-20.6
CN(Cc1ccccc1F)C(=O)C1CCCN(c2ncccn2)C1 (centres undefined),-18.7
O=C(Cc1c[nH]c2ccccc12)Nc1ccc(Nc2ccncc2)cc1,-4.3
C[C@@H]1CCN(C2CC2)S(=O)(=O)c2c(cccc2N2CCC[C@@H]2CO)O1,14.1
Cc1nc2ccc(C(=O)N3CCN(C(=O)C(Cl)Cl)CC3)cc2n1C1CCCC1,-16.9

# 6 entries picked at random from the list so far:
SMILES,SRC2 inh
COC1=C[C@H](C(=O)NCc2ccccn2)[C@H](C)[C@@H](c2ccccc2)CC1=O,21.2
O=C(Cc1c[nH]c2ccccc12)Nc1ccc(Nc2ccncc2)cc1,-4.3
Cc1ccccc1-c1ccc2c(c1)[C@@H]1C[C@H](N(C)CC3CCCCC3)[C@H]([C@H](C)O)CN1CC2,11.9
O=C(Nc1ccc2c(c1)OCO2)[C@@H]1[C@@H]2C(=O)N(C3CCCCC3)C(=O)[C@@H]2C2c3ccccc3C=CN21 (some centres undefined),10.3
COC(=O)[C@]12C[C@H](CC(=O)NCC3CCCCC3)C(=O)N(CCC3=CCCCC3)C1=C[C@H](C(C)(C)C)O[C@@H]2C,6.1
Cc1cccc(NC(=O)C(=O)NCCCc2ccccc2)c1,-5.1

# Going on with the list.
SMILES,SRC2 inh
COC(=O)C1=C(COc2ccccc2)NC(=O)NC1c1ccc2ccccc2c1 (centres undefined),5.5
CC[C@@H](CCCCCC#N)CCC(=O)N(c1ccccc1)c1ccccc1,2.5
O=C(CSc1nnc(-c2ccccc2F)n1-c1ccccc1)c1ccc2ccccc2c1,-21.3
COC(=O)C1=C(C)N(C)C(=NCC2CC2)NC1c1ccc(Cl)cc1 (centres undefined),-13.9
COC(=O)N1C[C@H](Oc2cccc3ccccc23)[C@H]2C[C@@H]1c1ccccc1O2,-10.1
CCC[C@@H]1C[C@@]1(CCC)[C@@H](NP(=O)(c1ccccc1)c1ccccc1)c1ccc(C(=O)OC)cc1,8.3
C#CCNC(=O)C1=C[C@H](c2ccc3c(c2)OCO3)C[C@H](OCCCCO)O1,-29.0
Cc1cc(C(=O)Nc2ccc(F)cc2)n(-c2ccccc2)n1,7.2
CC1CC(C)CN(CCCNS(=O)(=O)c2cc3c(cc2Br)CCN3C(=O)C2CC2)C1 (centres undefined),-13.0
CN(C)c1cccc(/C=C2\CC3(OC(=O)C4CCCC4)CCCN2C3)c1 (centres undefined),1.3
COc1ccccc1CNC(=O)C[C@H]1CC[C@H]2[C@H](COc3ccc(NS(=O)(=O)c4ccc(C)cc4)cc3C(=O)N2C)O1,-7.5
COC(=O)C1=C(C)N(Cc2ccccc2)C(=S)NC1c1cccc(OC)c1 (centres undefined),-26.6
CCn1c(COc2ccc(Cl)cc2)nnc1SCC(=O)Nc1ccccc1-c1ccccc1,8.0
Cc1cccc(-c2cccc3c4c([nH]c23)[C@@H]2C[C@H]3[C@@H](C(=O)N2CC4)[C@H](C)ON3C)c1,-20.5
CCOC(=O)C1=C(C(=O)OCC)C2N(Cc3ccc(Br)cc3)c3ccccc3[C@@]23C[C@@H](C(=O)OC)N(S(=O)(=O)c2ccc(Br)cc2)C3=N1 (some centres undefined),-9.2
O=C(CSc1ccc(-c2cccnc2)nn1)N1CCCc2ccccc21,12.6
O=C1NC(Cc2ccccc2)c2nc3cc(Cl)ccc3c(=O)n2-c2ccccc21 (centres undefined),1.5
Cc1ccc(-c2nc3ncccn3c2NC(=O)c2ccccc2)cc1,-0.8
COC(=O)C12CCCN1C1C(=O)N(Cc3ccc(C(N)=O)cc3)CC1C2 (centres undefined),-12.0
CN(CC#CC1=CCCCC1)/C(N)=N/C(=O)OCc1ccccc1,10.3
COC(=O)Cn1c(=NC(=O)c2nc3ccccc3s2)sc2cc(S(C)(=O)=O)ccc21,4.6
C[C@@H]1CN([C@@H](C)CO)C(=O)CCCn2cc(nn2)CO[C@H]1CN(C)C(=O)CCC(F)(F)F,-12.2
COc1ccc(/C=N/NC(=O)c2cccnc2)cc1Cn1nc([N+](=O)[O-])c(Br)c1C,-44.4
COC(=O)C1=C(C)N(Cc2ccccc2C(F)(F)F)C(=NCc2ccc3c(c2)OCO3)NC1c1ccccc1C(F)(F)F (centres undefined),20.3
Cc1nn(CC(=O)NCc2ccc(OC(C)C)cc2)c(=O)c2cc3occc3n12,4.8
SMILES,SRC2 inh
CC(C)(C)N1Cc2nnn(Cc3ccccc3)c2-c2cc(N3CCCC3)ccc2S1(=O)=O,11.2
Cc1ccccc1C(=O)n1ccc2ccc(-c3ccc4ccn(Cc5ccccc5)c4c3)cc21,-10.6
COc1ccccc1N1CCN(S(=O)(=O)c2ccc3c(c2)n(C)c(=O)c(=O)n3C)CC1,3.8
CCCCc1nc(NCCNC(=O)c2ccco2)c(C#N)c2c1CSC(C)(C)C2,12.0
CC(C)(C)c1ccc(-c2nnc3n2N=C(c2ccc(Cl)cc2)CS3)cc1,2.0
Cc1ccc(Cc2cnc(NC(=O)C3=NCCN3)s2)cc1,-18.0
O=C(NCCc1ccccc1)OCc1cn(Cc2cc(F)ccc2F)nn1,0.0
CCCCOCCCNC(=O)C[C@H]1C(=O)N(Cc2ccc(OC)cc2)C2=CCCC[C@@]21C(=O)OCC,-26.7
COC(=O)[C@]12C[C@H](CC(=O)NCc3cccc(C(F)(F)F)c3)C(=O)N(CCc3ccc(OC)c(OC)c3)C1=C[C@H](COCc1ccccc1)O[C@@H]2C,11.4
C=CCN=C1NC(c2ccc(F)cc2)C(C(=O)OC)=C(C)N1Cc1ccccc1C(F)(F)F (centres undefined),9.8
COC(=O)[C@]12C[C@H](CC(=O)NCc3cccc(C(F)(F)F)c3)C(=O)N(Cc3ccco3)C1=C[C@H](C1CCCC1)O[C@@H]2C,-15.5
Nc1c(O)ccc2c1C(=O)c1ccccc1C2=O,-24.9
COc1cccc(CNC(=O)[C@H]2CCCN2C(=O)[C@H]2CCCN2C(=O)C2CCCCC2)c1,-17.1
CCCCCCC(=O)NC1CCCCN(Cc2ccc(Cl)cc2)C1=O (centres undefined),14.7
CCNC(=S)N/N=C/c1ccc(F)cc1,-24.5
CC(=O)c1cc(-c2ccc(-c3ccccc3)c(F)c2)c(=O)n2c1CCC2,-1.8
COC(=O)[C@]12C[C@H](CC(=O)NCCCCc3ccccc3)C(=O)N(CCc3ccc(OC)c(OC)c3)C1=C[C@H](COCc1ccccc1)O[C@@H]2C,1.2
O=C(CSc1nnc(-c2ccccn2)n1-c1ccc(Cl)cc1)Nc1ccc(S(=O)(=O)Nc2nccs2)cc1,12.0
CCCn1nc(-c2ccccc2)c2nc3ccccc3nc21,0.3
CCCCN1CN2Cc3cc(OC)ccc3C2CS1(=O)=O (centres undefined),-18.8
COC(=O)N1Cc2ccnnc2CC1c1ccccc1-c1ccc(OC)cc1 (centres undefined),-19.9
CN(CC(=O)N1CCc2[nH]c3ccc(F)cc3c2C1)CC1OCCO1,20.9
S=c1[nH]nc(-c2cc(-c3ccccc3)n[nH]2)n1/N=C/c1cccc2ccccc12,2.5
O=C(CCS(=O)(=O)c1ccccc1)Nc1ccc(F)cc1F,3.8
COc1cc(C=NNC(=O)CN2CCN(Cc3ccc(C)cc3)CC2)cc(OC)c1O,1.2

# Entries shown so far that contain an aryl thioether with sulfur outside any ring (six):
SMILES,SRC2 inh
CCN(CC)CCSc1nc2ccccc2c(=S)n1-c1ccccc1,-7.5
O=C(CSc1nnc(-c2ccc(Cl)cc2)n1Cc1ccco1)Nc1cccc2ccccc12,-16.5
O=C(CSc1nnc(-c2ccccc2F)n1-c1ccccc1)c1ccc2ccccc2c1,-21.3
CCn1c(COc2ccc(Cl)cc2)nnc1SCC(=O)Nc1ccccc1-c1ccccc1,8.0
O=C(CSc1ccc(-c2cccnc2)nn1)N1CCCc2ccccc21,12.6
O=C(CSc1nnc(-c2ccccn2)n1-c1ccc(Cl)cc1)Nc1ccc(S(=O)(=O)Nc2nccs2)cc1,12.0

# Carrying on.
SMILES,SRC2 inh
Nc1nc2c(-c3ccc([N+](=O)[O-])cc3)nnn2c2ccccc12,-102.1
C=CCN1C(=O)[C@@H](CC(=O)NCCCOC)[C@]2(C(=O)OC)CCCCC=C12,1.9
COc1cccc(CNS(=O)(=O)c2cc(Br)ccc2Br)c1OC,-2.9
O=C(CSc1ccccc1)N1CCC(Oc2cccnc2)CC1,-8.8
O=C(CCc1ccccc1)N[C@H]1[C@@H](O)CCC[C@]12C(=O)N(Cc1ccccc1)c1ccccc12,8.9
CCOC(=O)c1csc(NC(=O)C2CCCN(S(=O)(=O)c3ccc(Br)s3)C2)n1 (centres undefined),0.1
Cc1cc(N2CCNC[C@@H]2C)ccc1N1C[C@@H](C)O[C@@H](C)C1,13.1
COc1ccc2c(C(C)c3ccc(N)cc3)cn(C)c2c1 (centres undefined),-10.1
COC(=O)C1=C(C)N(C)C(=NCc2ccc3c(c2)OCO3)NC1c1cccc(Cl)c1 (centres undefined),5.7
C=CCN(Cc1ccccc1)C(C#CC(=C)C)Cc1ccccc1 (centres undefined),18.0
COC(=O)c1cc2c(c3c4cc(OC)ccc4n(S(=O)(=O)c4ccc(C)cc4)c13)C(=O)N(Cc1ccccc1)C2,1.6
COC(=O)C1=C(C)N(Cc2cccc(C(F)(F)F)c2)C(=NCc2ccc(C(F)(F)F)cc2)NC1c1ccccc1C(F)(F)F (centres undefined),17.2
CC1=C[C@@H]2[C@H]3C(=O)N(Cc4ccccc4)C(=O)[C@H]3[C@@H]1[C@@H]1O[C@@]3(C(=O)N(C)c4ccccc43)C3=C(CCCC3=O)N21,9.6
O=C(Cc1ccccc1)NC1CCCCN(Cc2ccc(Cl)cc2)C1=O (centres undefined),14.2
O=C1[C@@H](c2ccccc2)[C@@H](c2ccccc2)N1c1ccccc1,-46.8
C[C@H](c1ccccc1)N1C[C@@H](COCc2ccccc2)Oc2cccc(Oc3ccccc3)c2S1(=O)=O,-1.5
CCCCOc1cccc(C(=O)NCCc2ccccc2-c2ccccc2CCC(=O)NCc2ccccc2)c1,-22.0
CCNc1nc(NCC)nc(Oc2ccc(OCc3ccccc3)nn2)n1,-18.3
CCOC(=O)NC[C@@]1(C(=O)OC)CC(=O)N(C)[C@@H]1c1ccccc1,3.6
Cc1c[nH]c2cccc(-c3cc4ccccc4o3)c12,-24.6
C[C@H](O)[C@@H]1CN2CCc3c([nH]c4c(-c5ccc6c(c5)OCO6)cccc34)[C@@H]2C[C@@H]1N(C)C(=S)NCCc1ccccc1,26.0
CC(=O)N1CCCN(S(=O)(=O)c2ccc3c(c2)c(=O)n(C)c(=O)n3C)CC1,3.6
COc1ccc(-c2nnc(SCC(=O)N/N=C(\C)c3ccc(-c4ccccc4)cc3)n2-c2ccc(C)cc2)cc1,-17.2
COc1ccc(C(C(=O)N(C)C2CCCC2)N(Cc2ccc(F)cc2)C(=O)c2ncn[nH]2)cc1OC (centres undefined),-7.9
CCOC(=O)CNC(=O)C(Cc1ccc2c(c1)OCO2)NC(C)=O (centres undefined),-7.4
COc1ccc(C(=O)Nc2ccc3c(c2)C(=O)N(C)[C@H]2CC[C@H](CC(=O)NCC4CC4)O[C@@H]2CO3)cc1,17.4
C=CC(=O)NC1CCCCN(CC)C1=O (centres undefined),-6.0
C[C@@H]1CN([C@@H](C)CO)S(=O)(=O)c2ccc(Br)cc2O[C@@H]1CN(C)Cc1ccc2c(c1)OCO2,1.3
CC(=O)C1=C(C)N(CC(C)C)C(=S)NC1c1cccc(Cl)c1 (centres undefined),15.0
